AGP1 TOR yeast: modulators of AGP1-GFP expression in yeast TOR pathway, primary screen, cell-based, multiplex flow cytometry, S. cerevisiae, MLPCN library; 3 h; GFP as percent of DMSO wells; GFP response vs DMSO, % at 10 µM; actives 0.02% (n = 320,000); AID 2066, 2009;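 active = GFP response relative to DMSO above a set limit, near screen average plus 3 SD, cut at about 150% in these data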;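 note: median GFP channel fluorescence of the gated AGP1 strain per well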
CIT2 TOR yeast: modulators of CIT2-GFP expression in yeast, primary screen, S. cerevisiae, GFP fusion, multiplex flow cytometry, MLPCN library; S. cerevisiae CIT2-GFP strain, 3 h; 100 means same as DMSO wells; GFP response vs DMSO, % at 10 µM; actives 0.065% (n = 320,000); AID 2029, 2009;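 active = GFP response relative to DMSO above a set limit, near the screen mean plus 3 SD, cut at about 150% in these data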;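 note: ratio of well median GFP fluorescence to mean of DMSO wells on the plate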
MEX-5 binding: MEX-5 zinc finger RNA-binding disruptors – biochemical, C. elegans, fluorescence polarization, MLPCN library, primary screen. Zinc finger protein mex-5 (Caenorhabditis elegans), Q9XUB2. MEX-5/FITC-TCR2 RNA binding; stronger effect = lower value. actives 0.38% (n = 300,000). activity score (negative = inhibition of binding), % at 10 µM;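 active = inhibition past about -25% in most replicates, and total fluorescence under double the plate's negative control median, limit read from the data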;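 note: 0% = DMSO and -100% = 5 µM competing unlabeled TCR2 RNA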
GLD-1 RNA inh: GLD-1/TGE RNA complex disruptors, primary screen, biochemical, fluorescence polarization; purified GLD-1 + fluorescein TGE RNA; inhibition, % at 5.96 µM; actives 0.44% (n = 320,000);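 active = percent inhibition above a per-plate cutoff, the plate mean of test compounds plus 3 SD, cut at about 30% in these data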;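 note: 0% = DMSO wells with GLD-1 and probe and 100% = wells lacking GLD-1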
GRK2 aptamer HTS: compounds blocking aptamer binding on GRK2 – biochemical, human GRK2, bead flow cytometry, HTS, primary screen; actives 0.59% (n = 330,000); AID 488847, 2010; inhibition of aptamer binding, % at 10 µM; Beta-adrenergic receptor kinase 1 (Homo sapiens), P25098; FAM-aptamer displacement from GRK2;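 active = inhibition of aptamer binding above 40%, roughly 3 SD of noise, on plates passing a quality check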;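 note: median bead fluorescence of bound FAM aptamer so fluorescent compounds give negative values; no value below 0 was filed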
MCL1-BIM inh: inhibitors of MCL1 binding to BIM-BH3, primary screen, biochemical, fluorescence polarization; Induced myeloid leukemia cell differentiation protein Mcl-1 (Homo sapiens), Q07820; GST-MCL1 / FITC-Bim-BH3 fluorescence polarization; inhibition, % at 10.9 µM; actives 0.68% (n = 320,000);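 active = inhibition above the mean inhibition of all tested compounds plus 3 SD, set per campaign, cut at about 40% in these data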;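 note: 0% = DMSO wells and 100% = unlabeled Bim-BH3 peptide control; higher means more loss of mP so more displacement of Bim peptide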
BCLXL inh: inhibitors of human Bcl-xL, primary screen, biochemical, fluorescence polarization, HTS; GST-Bcl-xL / FITC-Bim BH3 peptide fluorescence polarization; inhibition, % at 10.9 µM; actives 0.7% (n = 320,000); AID 2129, 2009;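 active = inhibition above the mean of all tested compounds plus 3 SD, cutoff set per campaign, cut at about 30% in these data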;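 note: 0% = DMSO wells and 100% = unlabeled Bim-BH3 peptide competitor; inhibitors lower millipolarization by displacing the labeled peptide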
Fam108B counter: mouse Fam108B serine hydrolase inhibitors, primary screen, counter-screen for RBBP9 inhibitor project, biochemical, fluorescence polarization; recombinant Fam108B, FP-Rh probe fluorescence polarization; inhibition, % at 9.51 µM; actives 0.33% (n = 300,000);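 active = inhibition above the screen mean inhibition plus 3 SD, computed separately per campaign, cut at about 18% in these data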;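 note: inhibitors lower polarization as less probe binds the enzyme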
VLA-4 inh: inhibition in human VLA-4 binding assay, primary screen, VLA-4 allosteric modulator project, MLPCN library, flow cytometry, VLA-4 expressing cells. inhibition, % (about 7 µM as worked out from the volumes in the protocol). ligand binding flow cytometry. AID 2557, 2010. actives 0.2% (n = 330,000). Integrin alpha-4 (Homo sapiens), P13612; in the data active = inhibition above about 50%
Target sequence (P13612 whole entry, looked up): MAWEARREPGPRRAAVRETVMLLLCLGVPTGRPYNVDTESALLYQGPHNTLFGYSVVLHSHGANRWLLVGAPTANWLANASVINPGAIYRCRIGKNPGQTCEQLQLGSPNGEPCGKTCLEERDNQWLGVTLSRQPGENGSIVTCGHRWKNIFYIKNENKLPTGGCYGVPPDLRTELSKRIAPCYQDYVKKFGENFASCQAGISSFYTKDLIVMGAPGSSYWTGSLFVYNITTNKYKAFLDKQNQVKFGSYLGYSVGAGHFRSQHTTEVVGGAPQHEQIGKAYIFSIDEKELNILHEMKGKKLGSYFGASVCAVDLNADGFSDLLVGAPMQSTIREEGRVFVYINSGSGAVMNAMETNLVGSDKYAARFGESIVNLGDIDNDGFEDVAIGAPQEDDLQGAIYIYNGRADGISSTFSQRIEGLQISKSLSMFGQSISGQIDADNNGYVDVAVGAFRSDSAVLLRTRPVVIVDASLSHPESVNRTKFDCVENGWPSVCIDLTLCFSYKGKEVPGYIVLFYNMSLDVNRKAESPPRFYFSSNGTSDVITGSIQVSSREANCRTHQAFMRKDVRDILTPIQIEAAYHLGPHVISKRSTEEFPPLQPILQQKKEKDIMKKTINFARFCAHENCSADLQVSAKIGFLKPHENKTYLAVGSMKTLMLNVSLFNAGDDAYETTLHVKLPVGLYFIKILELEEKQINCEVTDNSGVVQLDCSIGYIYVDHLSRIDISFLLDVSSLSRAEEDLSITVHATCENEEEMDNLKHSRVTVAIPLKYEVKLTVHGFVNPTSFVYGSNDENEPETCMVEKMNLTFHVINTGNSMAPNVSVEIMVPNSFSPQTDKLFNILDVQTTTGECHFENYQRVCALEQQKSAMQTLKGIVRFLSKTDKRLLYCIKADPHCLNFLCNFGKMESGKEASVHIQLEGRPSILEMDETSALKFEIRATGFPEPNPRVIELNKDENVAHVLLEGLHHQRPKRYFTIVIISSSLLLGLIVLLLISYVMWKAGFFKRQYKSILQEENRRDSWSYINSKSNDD
* = called active by the depositor. The order is random; 2.2% or so of the library scored in one or more.

How did Cc1cc(NC(=O)CCC(=O)N(CC(=O)NC2CCCC2)c2ccc(C(C)C)cc2)no1 do in these assays?
AGP1 TOR yeast: 98; CIT2 TOR yeast: 102; MEX-5 binding: 1.9; GLD-1 RNA inh: 3; GRK2 aptamer HTS: 0; MCL1-BIM inh: -10; BCLXL inh: -1; Fam108B counter: 3; VLA-4 inh: -2

Results for CCN1C(=O)c2cccc3c(S(=O)(=O)Nc4nc(C)cs4)ccc1c23 ?
AGP1 TOR yeast: 105; CIT2 TOR yeast: 112; MEX-5 binding: -1.9; GLD-1 RNA inh: -2; GRK2 aptamer HTS: 2; MCL1-BIM inh: 10; BCLXL inh: 8; Fam108B counter: 2; VLA-4 inh: 12

What do the screens show for `Oc1cc2ccccc2nc1-c1ccccc1Cl`?
AGP1 TOR yeast: 104; CIT2 TOR yeast: 96; MEX-5 binding: -0.7; GLD-1 RNA inh: -1; GRK2 aptamer HTS: 1; MCL1-BIM inh: 12; BCLXL inh: 7; Fam108B counter: 4; VLA-4 inh: 0

How did Cc1ccc2[nH]c(C(=O)O)c(-c3ccccc3)c2c1 do in these assays?
AGP1 TOR yeast: 97; CIT2 TOR yeast: 89; MEX-5 binding: 0.2; GLD-1 RNA inh: -5; GRK2 aptamer HTS: 1; MCL1-BIM inh: 6; BCLXL inh: 9; Fam108B counter: -2; VLA-4 inh: 6

What do the screens show for `Cc1ccnc(NC(=O)c2cccc(NC(=O)Cc3ccccc3)c2)c1`?
AGP1 TOR yeast: 97; CIT2 TOR yeast: 105; MEX-5 binding: 0.0; GLD-1 RNA inh: 11; GRK2 aptamer HTS: 2; MCL1-BIM inh: 1; BCLXL inh: 2; Fam108B counter: -2; VLA-4 inh: -4

What do the screens show for `CCC1Sc2ccc(S(=O)(=O)CCC(=O)NCc3cccs3)cc2NC1=O` (centres undefined)?
AGP1 TOR yeast: 103; CIT2 TOR yeast: 106; MEX-5 binding: 0.7; GLD-1 RNA inh: -3; GRK2 aptamer HTS: 14; MCL1-BIM inh: 12; BCLXL inh: 11; Fam108B counter: 1; VLA-4 inh: -2

How did COc1cccc(CNC(=O)CCS(=O)(=O)c2ccc3c(c2)NC(=O)CO3)c1 do in these assays?
AGP1 TOR yeast: 94; CIT2 TOR yeast: 95; MEX-5 binding: 0.6; GLD-1 RNA inh: 5; GRK2 aptamer HTS: 0; MCL1-BIM inh: -6; BCLXL inh: -4; Fam108B counter: -3; VLA-4 inh: 0

How did CN(C)S(=O)(=O)c1cccc(NC(=O)c2c[nH]c3ccccc23)c1 do in these assays?
AGP1 TOR yeast: 99; CIT2 TOR yeast: 101; MEX-5 binding: 2.9; GLD-1 RNA inh: -4; GRK2 aptamer HTS: 0; MCL1-BIM inh: -17; BCLXL inh: -2; Fam108B counter: 126*; VLA-4 inh: -8

Results for CCc1ccc(C(=O)c2cnc3ccc(OC)cc3c2N2CCN(CC)CC2)cc1 ?
AGP1 TOR yeast: 109; CIT2 TOR yeast: 111; MEX-5 binding: -0.9; GLD-1 RNA inh: 2; GRK2 aptamer HTS: 5; MCL1-BIM inh: 1; BCLXL inh: 6; Fam108B counter: 0; VLA-4 inh: -20

How did CC(C)(C)OC(=O)CN1C(=O)C(Sc2n[nH]c(-c3ccccc3)n2)CCc2ccccc21 (centres undefined) do in these assays?
AGP1 TOR yeast: 101; CIT2 TOR yeast: 101; MEX-5 binding: -0.6; GLD-1 RNA inh: 5; GRK2 aptamer HTS: 0; MCL1-BIM inh: 6; BCLXL inh: 9; Fam108B counter: -2; VLA-4 inh: -9

Results for COc1ccccc1NC(=O)c1ccc(NC(=O)C2CC2C)cc1 (centres undefined) ?
AGP1 TOR yeast: 85; CIT2 TOR yeast: 87; GLD-1 RNA inh: 8; GRK2 aptamer HTS: 0; VLA-4 inh: 9

What do the screens show for `COc1ccc(-c2nc(N=Nc3ccc(O)cc3)n[nH]2)cc1`?
AGP1 TOR yeast: 97; CIT2 TOR yeast: 102; MEX-5 binding: -3.0; GLD-1 RNA inh: -19; GRK2 aptamer HTS: 5; MCL1-BIM inh: -7; BCLXL inh: 3; Fam108B counter: 2; VLA-4 inh: 2

Results for CSc1cccc(CN2CCN(Cc3ccccc3)C(CCO)C2)c1 (centres undefined) ?
AGP1 TOR yeast: 97; CIT2 TOR yeast: 97; MEX-5 binding: -1.5; GLD-1 RNA inh: 4; GRK2 aptamer HTS: 0; MCL1-BIM inh: 19; BCLXL inh: 3; Fam108B counter: 0; VLA-4 inh: 22

Results for CCN(CC)S(=O)(=O)c1ccc(N/N=C(\C)c2ccc(OC)cc2O)nc1 ?
AGP1 TOR yeast: 100; CIT2 TOR yeast: 101; MEX-5 binding: -2.1; GLD-1 RNA inh: 4; GRK2 aptamer HTS: 1; MCL1-BIM inh: 1; BCLXL inh: 3; Fam108B counter: 13; VLA-4 inh: 4

What do the screens show for `O=C1c2cc(Cl)ccc2OC2(CCNCC2)C12CC(c1ccc(Cl)cc1)=NO2` (centres undefined)?
MEX-5 binding: 0.4; GLD-1 RNA inh: 6; MCL1-BIM inh: 6; BCLXL inh: 5; Fam108B counter: 0

What do the screens show for `CC(C)Nc1nnc(SC(C)C(=O)NCc2ccc3c(c2)OCO3)s1` (centres undefined)?
AGP1 TOR yeast: 104; CIT2 TOR yeast: 90; MEX-5 binding: 0.4; GLD-1 RNA inh: 0; GRK2 aptamer HTS: 1; MCL1-BIM inh: 1; BCLXL inh: -1; Fam108B counter: -4; VLA-4 inh: 0

How did CNC(=O)CSc1nnc(-c2ccc(S(=O)(=O)N3CCCC3)cc2)n1-c1cccc(C)c1C do in these assays?
AGP1 TOR yeast: 96; CIT2 TOR yeast: 98; MEX-5 binding: -3.6; GLD-1 RNA inh: 3; GRK2 aptamer HTS: 2; MCL1-BIM inh: -5; BCLXL inh: -5; Fam108B counter: 2; VLA-4 inh: 4

Results for O=C(Nc1cccnc1)c1cc(-c2ccc3c(c2)OCO3)on1 ?
AGP1 TOR yeast: 97; CIT2 TOR yeast: 99; MEX-5 binding: -1.4; GLD-1 RNA inh: -4; GRK2 aptamer HTS: 0; MCL1-BIM inh: 3; BCLXL inh: -3; Fam108B counter: -47; VLA-4 inh: -1

What do the screens show for `Cn1cccc1C(=O)OCC(=O)NNC(=O)c1ccc([N+](=O)[O-])cc1`?
AGP1 TOR yeast: 100; CIT2 TOR yeast: 101; GLD-1 RNA inh: -6; GRK2 aptamer HTS: 1; VLA-4 inh: 2

How did O=C(O)C1C2CCC(C2)C1C(=O)NCCCn1ccnc1 (centres undefined) do in these assays?
AGP1 TOR yeast: 96; CIT2 TOR yeast: 106; MEX-5 binding: -1.9; GLD-1 RNA inh: 0; GRK2 aptamer HTS: 3; MCL1-BIM inh: 5; BCLXL inh: -1; Fam108B counter: 1; VLA-4 inh: 3

What do the screens show for `CC(C)OC(=O)c1cccc(C(=O)Nc2cccc(NC(=O)c3cccc(C(=O)OC(C)C)n3)n2)n1`?
AGP1 TOR yeast: 96; CIT2 TOR yeast: 101; MEX-5 binding: -0.3; GLD-1 RNA inh: -2; GRK2 aptamer HTS: 6; MCL1-BIM inh: 3; BCLXL inh: 2; Fam108B counter: 3; VLA-4 inh: -1

What do the screens show for `CSc1nc2ccccc2nc1N(C)S(=O)(=O)c1ccc(C)cc1`?
AGP1 TOR yeast: 102; CIT2 TOR yeast: 97; MEX-5 binding: -1.8; GLD-1 RNA inh: -2; GRK2 aptamer HTS: 1; MCL1-BIM inh: 7; BCLXL inh: 8; Fam108B counter: -7; VLA-4 inh: -4

What do the screens show for `Cn1c(=O)n(C)c2cc([N+](=O)[O-])c(N3CCN(C(=O)c4ccccc4Br)CC3)cc21`?
AGP1 TOR yeast: 108; CIT2 TOR yeast: 102; MEX-5 binding: -4.3; GLD-1 RNA inh: -1; GRK2 aptamer HTS: 2; MCL1-BIM inh: 6; BCLXL inh: 9; Fam108B counter: 5; VLA-4 inh: -7

Results for CCc1cccc(NC(=O)CS(=O)Cc2nc(-c3ccc(C)cc3)oc2C)c1 (centres undefined) ?
AGP1 TOR yeast: 86; CIT2 TOR yeast: 90; MEX-5 binding: -2.2; GLD-1 RNA inh: 2; GRK2 aptamer HTS: 0; MCL1-BIM inh: -2; BCLXL inh: 3; Fam108B counter: 3; VLA-4 inh: 11

What do the screens show for `COC(C(=O)Nc1ccc(S(=O)(=O)N2CCCCC2)cc1)c1ccccc1` (centres undefined)?
AGP1 TOR yeast: 94; CIT2 TOR yeast: 95; MEX-5 binding: -0.4; GLD-1 RNA inh: -1; GRK2 aptamer HTS: 0; MCL1-BIM inh: 2; BCLXL inh: 0; Fam108B counter: -3; VLA-4 inh: 0

What do the screens show for `O=C(CSc1nnc(-c2ccccn2)n1Cc1ccccc1)N1CCCC1`?
AGP1 TOR yeast: 94; CIT2 TOR yeast: 91; MEX-5 binding: -1.2; GLD-1 RNA inh: 5; GRK2 aptamer HTS: 1; MCL1-BIM inh: 4; BCLXL inh: 1; Fam108B counter: -2; VLA-4 inh: -23

Results for COCCCNC(=O)C1=CCN(S(=O)(=O)c2ccc(C)cc2)CC1 ?
AGP1 TOR yeast: 98; CIT2 TOR yeast: 104; MEX-5 binding: 0.0; GLD-1 RNA inh: 11; GRK2 aptamer HTS: 0; MCL1-BIM inh: 1; BCLXL inh: 0; Fam108B counter: 1; VLA-4 inh: -6

What do the screens show for `CN(CC(=O)Nc1ccc(Cl)c(Cl)c1)C(=O)C12CC3CC(CC(C3)C1)C2`?
AGP1 TOR yeast: 97; CIT2 TOR yeast: 102; MEX-5 binding: 2.6; GLD-1 RNA inh: -2; GRK2 aptamer HTS: 0; MCL1-BIM inh: 7; BCLXL inh: 6; Fam108B counter: -13; VLA-4 inh: 2

How did CC1(C)C(C(=O)OCC(Cl)(Cl)Cl)N2C(=O)C(NC(=O)Cc3ccccc3)C2S1=O (centres undefined) do in these assays?
AGP1 TOR yeast: 96; CIT2 TOR yeast: 94; MEX-5 binding: -3.9; GLD-1 RNA inh: 7; GRK2 aptamer HTS: 3; MCL1-BIM inh: -10; BCLXL inh: 1; Fam108B counter: -7; VLA-4 inh: 4

How did CC(C)(C)C(=O)C1=C(O)C(=O)N(Cc2ccccc2)C1c1ccccc1F (centres undefined) do in these assays?
AGP1 TOR yeast: 88; CIT2 TOR yeast: 102; MEX-5 binding: -1.4; GLD-1 RNA inh: 8; MCL1-BIM inh: 2; BCLXL inh: -1; Fam108B counter: -6; VLA-4 inh: 8

Results for CC1=C(C(=O)Nc2ccccn2)C(c2ccc(F)cc2)n2ncnc2N1 (centres undefined) ?
AGP1 TOR yeast: 94; CIT2 TOR yeast: 95; MEX-5 binding: -1.5; GLD-1 RNA inh: -3; GRK2 aptamer HTS: 0; MCL1-BIM inh: -11; BCLXL inh: -24; Fam108B counter: -1; VLA-4 inh: 3

From PubChem BioAssay
